Screens deposited in PubChem BioAssay by National Center for Advancing Translational Sciences (NCATS).
ERK EGF block: qHTS Assay for Inhibitors of the ERK Signaling Pathway using a Homogeneous Screening Assay; Stimulation with EGF; HEK293-V1b, EGF-stimulated phospho-ERK AlphaScreen; Potency, µM (highest dose often 11.5 µM), for inactives: at the top dose activity change, negative = inhibition, actives largely listed as inhibitors; actives 0.41% (n = 130,000); active = well fitted inhibition curve with a large enough effect; inconclusive = small, poorly fitted or top-dose-only effect, or effect the other way;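 also: plate controls were stimulated vehicle wells for no effect and unstimulated vehicle basal for full effect; nearly all actives have a fitted effect of over 55% in size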
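EGF-stimulated (25 nM, 5 min) phospho-ERK in HEK293 cells stably expressing V1b, cells pretreated 30 min with compound at 37C. Homogeneous AlphaScreen read on lysates.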
Active calls of the source: *; [ ] = dose if it differs, or a comment. Potency is read from the fitted curve at half-maximal effect. An excerpt, so the mix of outcomes need not match the whole.

How did O=C(O)[C@@H]1C[C@H](C(=O)O)N1 do in these assays?
ERK EGF block: -11%

What do the screens show for `CN1CC2(C)OC(=O)C(Cl)=C2CC1c1ccccc1` (centres undefined)?
ERK EGF block: 3%

What do the screens show for `COc1ccc(CCc2nnc(CCC(=O)N(C)Cc3ccncc3C)o2)cc1`?
ERK EGF block: 17%

How did Cc1ccccc1-c1nc(CN(C)C(C)c2ccon2)c(C)o1 (centres undefined) do in these assays?
ERK EGF block: 1%

Results for C[C@@H]1CC=C[C@H]2[C@H]1C(=O)N(Cc1ccccc1)[C@H]2c1ccc(F)c(-c2ccc(N(C)C)cc2)c1 ?
ERK EGF block: inconclusive

What do the screens show for `CC(C)CCn1c(O)c(N=NC(=O)Cn2ccc(C(F)(F)F)n2)c2ccccc21`?
ERK EGF block: 6%

Results for CCOc1ccc(/C(C)=N/N2C(=O)C(CC(=O)Nc3ccc(OC)cc3[N+](=O)[O-])SC2=Nc2cccc(C)c2C)cc1 (centres undefined) ?
ERK EGF block: -8%

What do the screens show for `Cc1ccc(Nc2nc(N)nc(CSC(=S)N3CCOCC3)n2)c(C)c1`?
ERK EGF block: 2%

How did CCNc1nc(NCC)nc(Oc2ccc(OCc3ccccc3)nn2)n1 do in these assays?
ERK EGF block: 7%

What do the screens show for `CS(=O)(=O)N(CC(=O)NCCSCc1ccccc1)c1ccccc1`?
ERK EGF block: -6%

How did CCOc1ccc(-c2nnn(CC(=O)NCc3ccco3)n2)cc1OCC do in these assays?
ERK EGF block: -20%

How did O=C(NCC1CCCO1)c1cc(-c2ccccc2)nc2ccccc12 (centres undefined) do in these assays?
ERK EGF block: -3%[57.5 µM]

Results for CC(=O)Nc1ccccc1C(=O)N1CCN(c2cccc(C)c2C)CC1 ?
ERK EGF block: 2%

What do the screens show for `NC(=O)c1c(NC(=O)C2CCCO2)sc2c1CCCC2` (centres undefined)?
ERK EGF block: 2%

Results for S=C(Nc1ccccc1)Nc1ccccc1C#Cc1ccccc1 ?
ERK EGF block: inconclusive

Results for O=c1[nH]c(SCC2CCCCO2)nc2ccccc12 (centres undefined) ?
ERK EGF block: -2%[57.5 µM]

Results for O=C(Nc1ccccc1)OCc1cnc(Cl)s1 ?
ERK EGF block: 2%

How did CC1CC(C)CN(c2oc(Cc3ccccc3)nc2C#N)C1 (centres undefined) do in these assays?
ERK EGF block: 7%

Results for CC1=CC2=NC(=O)/C(=C/c3coc4ccccc4c3=O)C(=N)N2O1 ?
ERK EGF block: -1%[57.5 µM]

What do the screens show for `N#Cc1ccc(NCCc2ccccn2)c([N+](=O)[O-])c1`?
ERK EGF block: 0%[57.5 µM]

Reprinted from the results shown for reference:
Results for CC1=CC2=NC(=O)/C(=C/c3coc4ccccc4c3=O)C(=N)N2O1 ?
ERK EGF block: -1%[57.5 µM]

What do the screens show for `N#Cc1ccc(NCCc2ccccn2)c([N+](=O)[O-])c1`?
ERK EGF block: 0%[57.5 µM]

15 compounds from above, sorted by molecular weight, rising:
How did O=C(O)[C@@H]1C[C@H](C(=O)O)N1 do in these assays?
ERK EGF block: -11%

Results for O=c1[nH]c(SCC2CCCCO2)nc2ccccc12 (centres undefined) ?
ERK EGF block: -2%[57.5 µM]

What do the screens show for `CN1CC2(C)OC(=O)C(Cl)=C2CC1c1ccccc1` (centres undefined)?
ERK EGF block: 3%

How did Cc1ccccc1-c1nc(CN(C)C(C)c2ccon2)c(C)o1 (centres undefined) do in these assays?
ERK EGF block: 1%

Results for CC1=CC2=NC(=O)/C(=C/c3coc4ccccc4c3=O)C(=N)N2O1 ?
ERK EGF block: -1%[57.5 µM]

Results for S=C(Nc1ccccc1)Nc1ccccc1C#Cc1ccccc1 ?
ERK EGF block: inconclusive

How did O=C(NCC1CCCO1)c1cc(-c2ccccc2)nc2ccccc12 (centres undefined) do in these assays?
ERK EGF block: -3%[57.5 µM]

Results for CC(=O)Nc1ccccc1C(=O)N1CCN(c2cccc(C)c2C)CC1 ?
ERK EGF block: 2%

How did CCNc1nc(NCC)nc(Oc2ccc(OCc3ccccc3)nn2)n1 do in these assays?
ERK EGF block: 7%

How did CCOc1ccc(-c2nnn(CC(=O)NCc3ccco3)n2)cc1OCC do in these assays?
ERK EGF block: -20%

What do the screens show for `CS(=O)(=O)N(CC(=O)NCCSCc1ccccc1)c1ccccc1`?
ERK EGF block: -6%

What do the screens show for `Cc1ccc(Nc2nc(N)nc(CSC(=S)N3CCOCC3)n2)c(C)c1`?
ERK EGF block: 2%

What do the screens show for `COc1ccc(CCc2nnc(CCC(=O)N(C)Cc3ccncc3C)o2)cc1`?
ERK EGF block: 17%

What do the screens show for `CC(C)CCn1c(O)c(N=NC(=O)Cn2ccc(C(F)(F)F)n2)c2ccccc21`?
ERK EGF block: 6%

Results for C[C@@H]1CC=C[C@H]2[C@H]1C(=O)N(Cc1ccccc1)[C@H]2c1ccc(F)c(-c2ccc(N(C)C)cc2)c1 ?
ERK EGF block: inconclusive

Additional records.
How did COc1ccc(-c2[nH]ncc2/C=N/NC(=O)c2ccc(Br)cc2)c(OC)c1 do in these assays?
ERK EGF block: 4%

How did Cc1ccc(NC(=O)NC2CCN(S(=O)(=O)c3ccc(F)cc3)CC2)cc1 do in these assays?
ERK EGF block: -1%

What do the screens show for `Cc1cccc(OCC(=O)NCC(=O)N/N=C/c2ccc([N+](=O)[O-])cc2)c1`?
ERK EGF block: -18%

How did O=c1[nH]nc(-c2cccs2)c2ccccc12 do in these assays?
ERK EGF block: -2%

Results for CCOC(=O)C1=C(C)NC2=C(C(=O)CC(c3cccs3)C2)C1c1cccs1 (centres undefined) ?
ERK EGF block: -2%

Results for COc1cc(OC)cc(C(=O)Oc2ccc(/C=N/Nc3nc4ccccc4s3)cc2OC)c1 ?
ERK EGF block: -3%

How did CCOC(=O)c1c(NC(=O)C2CC2)sc(C)c1CC do in these assays?
ERK EGF block: inconclusive

How did FC(F)(F)c1nnc2ccc(NCc3cccnc3)nn12 do in these assays?
ERK EGF block: -4%

What do the screens show for `Cc1cnc(C(=O)OCC(=O)NC2CCCCCC2)cn1`?
ERK EGF block: -3%

Results for COc1ccc(C2CC(=O)C=C(NCc3ccc4c(c3)OCO4)C2)cc1 (centres undefined) ?
ERK EGF block: 0%[57.5 µM]

Results for CCOC(=O)c1cc(C)nc(N2CCCCC2)c1C#N ?
ERK EGF block: 3%[57.5 µM]

How did COc1ccc(Cn2c(O)cc(=O)[nH]c2=O)cc1 do in these assays?
ERK EGF block: 4%

Results for COc1ccc(NC(=O)CCCSc2nc(-c3ccco3)cc(C(F)(F)F)n2)cc1OC ?
ERK EGF block: -1%

How did N#C/C(=C\c1cccc(Cl)c1)C(=O)c1ccccc1 do in these assays?
ERK EGF block: -10%[57.5 µM]

How did O=C(NCCOc1ccccc1)C(=O)c1c[nH]c2ccccc12 do in these assays?
ERK EGF block: -1%[57.5 µM]

What do the screens show for `CCNC(=S)NNC(=O)c1ccccn1`?
ERK EGF block: -1%

Results for O=C(Cn1c(=O)[nH]c2ccsc2c1=O)NC1CCCCCC1 ?
ERK EGF block: 13%

How did CC(=O)NS(=O)(=O)c1ccc(NC(=O)/C=C/c2cn(-c3ccccc3)nc2-c2ccccc2)cc1 do in these assays?
ERK EGF block: -6%

What do the screens show for `Cc1ccc(CSCc2ccc(C(=O)NCCCN3CCOCC3)o2)cc1`?
ERK EGF block: -1%

What do the screens show for `COc1ccc(C(CC(=O)N2CCCCC2)c2c(O)cc(OC)cc2OC)cc1` (centres undefined)?
ERK EGF block: -7%[57.5 µM]

Results for CC1=C(C(=O)OC(C)C)C(c2cn(-c3ccccc3)nc2-c2cccs2)NC(=O)N1 (centres undefined) ?
ERK EGF block: -6%

Results for O=C(N/N=C/c1ccc(Br)s1)c1c[nH]c2ccccc12 ?
ERK EGF block: 15%

What do the screens show for `CCCOCn1cc(F)c(=O)[nH]c1=O`?
ERK EGF block: 7%

How did C=CCN(c1ccccc1C(=O)O)S(=O)(=O)c1ccc(NC(=O)OC)cc1 do in these assays?
ERK EGF block: -14%[57.5 µM]

Results for COc1ccc([N+](=O)[O-])cc1NC(=O)COC(=O)c1ccccc1C(=O)c1ccccc1 ?
ERK EGF block: -7%

Results for CCc1cccc(Nc2c([N+](=O)[O-])cc(C(=O)N3CC(=O)Nc4ccccc43)cc2[N+](=O)[O-])c1 ?
ERK EGF block: 1%

How did CCOc1ccc(CSC(=N)N)cc1 do in these assays?
ERK EGF block: 3%

Results for CCC(=O)Nc1nnc(-c2cccs2)s1 ?
ERK EGF block: -3%

What do the screens show for `CCCCCNC(=O)C1CC(=O)OC12CCCCC2` (centres undefined)?
ERK EGF block: 9%

How did N#Cc1sc2nc(N3CCCCC3)c3c(c2c1N)CCCC3 do in these assays?
ERK EGF block: 4%

How did COc1ccc(N(CC(=O)NCc2ccccc2)S(C)(=O)=O)cc1 do in these assays?
ERK EGF block: 18%

What do the screens show for `Cc1noc(C)c1C(=O)N1CCC2(CCCN(C(=O)Nc3cccc(C#N)c3)C2)CC1`?
ERK EGF block: 0%

What do the screens show for `CC(=O)Oc1ccc(N(C(C)=O)S(=O)(=O)c2ccc(C)c([N+](=O)[O-])c2)cc1`?
ERK EGF block: -4%

How did COc1ccc(C(NC(=O)C(C)C)c2ccc3cccnc3c2O)cc1 (centres undefined) do in these assays?
ERK EGF block: 4%[57.5 µM]

How did CCOC(=O)c1c(C)oc(C)c(C(=O)OCC)c1=O do in these assays?
ERK EGF block: 1%[57.5 µM]

Results for CC1=NN(C(=O)c2ccco2)C(O)(c2ccccc2)C1 (centres undefined) ?
ERK EGF block: 5%[57.5 µM]

Results for O=C(NNC(=O)c1cc(-c2ccccc2)n(-c2ccccc2)n1)c1cccc([N+](=O)[O-])c1 ?
ERK EGF block: -8%

Results for O=C(C1=C[C@@H](c2csc3ccccc23)C[C@@H](OCc2ccc(CO)cc2)O1)N1CCN(Cc2ccccc2)CC1 ?
ERK EGF block: 4%[57.5 µM]

Results for Fc1ccc(CN2CCCN(C(=S)Nc3ccc(F)cc3)CC2)cc1 ?
ERK EGF block: -8%[57.5 µM]

Results for Cc1oc2c(C)c3oc(=O)c4c(c3cc2c1C)CCCC4 ?
ERK EGF block: 5%[57.5 µM]

Results for Cc1cc(C)c(NC(=S)N(CCN(C)C)Cc2cccs2)c(C)c1 ?
ERK EGF block: 5%

What do the screens show for `Cc1cc(C)nc(S/C=C/C(=O)c2ccccc2)n1`?
ERK EGF block: 22µM*

Results for Cc1ccc(CSc2nnc(SCC(=O)N/N=C/c3c(C)nn(-c4ccccc4)c3C)s2)cc1 ?
ERK EGF block: 7%

What do the screens show for `C[C@@H](C1=C(CCN(C)C)Cc2ccccc21)c1ccccn1`?
ERK EGF block: -1%

How did COc1ccc(OCC(O)CNC(=O)c2c(-c3ccccc3)noc2C)cc1 (centres undefined) do in these assays?
ERK EGF block: 8%[57.5 µM]

What do the screens show for `O=C(N=c1ccn(-c2nc3ccccc3nc2NS(=O)(=O)c2ccccc2)cc1)c1cccs1`?
ERK EGF block: -9%

What do the screens show for `COCCNC(=O)COc1cccc2c1OC(C)(C)C2`?
ERK EGF block: -2%

Results for CCOC(=O)NC(=O)c1cn(C(CC)CO)c(=O)[nH]c1=O (centres undefined) ?
ERK EGF block: 1%

Results for COc1cccc(CNc2ccc([N+](=O)[O-])cc2C)c1 ?
ERK EGF block: 1%

What do the screens show for `COc1ccccc1/C=C\C(=O)OC[C@@H]1CCCN2CCCC[C@H]12`?
ERK EGF block: -21%

Results for CCOC(=O)C1(C(F)(F)F)N=C(c2cccnc2)OC(N2CCCCC2)=N1 (centres undefined) ?
ERK EGF block: 6%

How did COc1ccccc1N1CCN(C(=S)Nc2ccc(S(=O)(=O)N3CCOCC3)cc2)CC1 do in these assays?
ERK EGF block: inconclusive

What do the screens show for `CN1CCC(=O)N([C@H](CSc2ccc(Br)cc2)Cc2ccccc2)CC1`?
ERK EGF block: inconclusive

How did COC(CNC(=O)Cc1c(C)nc2c(-c3ccccc3)c(C)nn2c1C)OC do in these assays?
ERK EGF block: 9%

How did CC(NC(=O)C(Cc1ccccc1)n1cccc1)c1ccccc1 (centres undefined) do in these assays?
ERK EGF block: 6%[57.5 µM]

What do the screens show for `CC1(C)SC2C(NC(=O)Cc3ccccc3)C(=O)N2C1C(=O)O` (centres undefined)?
ERK EGF block: 8%

How did COC(=O)c1cc(-n2cccc2)ccc1N1CCOCC1 do in these assays?
ERK EGF block: 2%[57.5 µM]

What do the screens show for `COCCN(Cc1cc2cc3c(cc2nc1Cl)OCO3)C(=O)c1ccc(C)cc1`?
ERK EGF block: 4%

Results for CN(C)c1nc(N)c2ncc(=S)[nH]c2n1 ?
ERK EGF block: 10%

How did N#C/C(=C/c1ccc(O)c([N+](=O)[O-])c1)C(=O)Nc1ccccc1 do in these assays?
ERK EGF block: inconclusive

Results for COc1ccc(N=C2SC(C(N)=O)CC(=O)N2Cc2ccc3c(c2)OCO3)cc1 (centres undefined) ?
ERK EGF block: 4%[57.5 µM]

How did COc1cccc(-c2cc3nc4c(c(NCC(C)(C)CN(C)C)n3n2)CCCC4)c1 do in these assays?
ERK EGF block: -4%

What do the screens show for `Cc1noc(C)c1CSc1ccc2ccccc2n1`?
ERK EGF block: 1%

Results for CC1CCCN(c2ccc(N)cc2C(N)=O)C1 (centres undefined) ?
ERK EGF block: -3%

How did NC(=O)[C@@H]1CCCN1Cc1nc(-c2ccccc2)no1 do in these assays?
ERK EGF block: -15%

Results for O=C(Nc1ccc2c(c1)OCCO2)Nc1ccc2c(c1)OCO2 ?
ERK EGF block: -4%

Results for COc1ccccc1/C=C/C1=NC(=C\C=C/c2ccccc2)/C(=O)O1 ?
ERK EGF block: 8%

Results for O=c1cc(-c2cc(O)c(O)c(O)c2)oc2cc(O)cc(O)c12 ?
ERK EGF block: 20%

Results for CC1CN(Cc2nc3ccccc3c(=O)[nH]2)CC(C)O1 (centres undefined) ?
ERK EGF block: -13%

How did Cc1cc(C(=O)NP(=O)(N2CC(C)OC(C)C2)N2CC(C)OC(C)C2)c(C)n1C1CC1 (centres undefined) do in these assays?
ERK EGF block: -2%

How did Cc1ccc(C(=O)NN2C(=O)C3C4C=CC(C5CC45)C3C2=O)cc1 (centres undefined) do in these assays?
ERK EGF block: 6%
